Compound activity (PubChem)
N-glyco inh – N-linked glycosylation inhibition; D54 ERlucT glycosylation luciferase reporter, 24 h; percent of 100 nM tunicamycin response; reporter increase, % at 12.5 µM; 0.23% of 360,000 active; AID 588692;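 active = mean luciferase reporter signal, scaled so untreated is 0 and the glycosylation-blocking control 100, at or above a set limit in every replicate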;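 also: luciferase carries N-glycosylation sites so blocking glycosylation raises the light; 0% = median of neutral control wells and 100% = median of 100 nM tunicamycin wells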
MC4R antag cAMP – antagonists of human melanocortin 4 receptor (MC4R). P32245. MC4R-expressing cells, MTII-stimulated cAMP, LANCE TR-FRET. inhibition, % at 6.5 µM. 0.48% of 360,000 active. AID 540295;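 active = inhibition above its plate's cutoff, the mean of tested wells on that plate plus 3 SD, cut at about 29% in these data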;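 also: 0% = Melanotan II alone and 100% = Melanotan II plus saturating MCL0020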
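System – human MC4R-expressing U2OS cells · Also added – Melanotan II · Dosing – one concentration, 6.5 µM nominal · Timing – 30-min compound, 1-h challenge, 1-h detection, room temperature · Measured by – Eu-cAMP/anti-cAMP TR-FRET, emission 671 nm · Replicates – singlicate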
PDI inh – blocks human protein disulfide isomerase activity | P07237 | PDI insulin aggregation turbidity, A650, 90 min | inhibition, % at 10 µM | 0.052% of 350,000 active | AID 588391;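 active = mean inhibition across replicates of 30% or more, whatever share of single replicates reach that level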;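 also: absorbance from insulin aggregation driven by PDI reduction with DTT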
Vif inh – HIV Vif inhibition; HEK293T cells, Vif self-association by quenched fluorescence, imaging, 24 h; inhibition, % at 7.49 µM; 0.35% of 340,000 active; in the data active = inhibition above about 50%, passing the limit was not always enough; also: some results filed as inactive read as strong as hits
MC4R ag barr – agonists of human melanocortin 4 receptor (MC4R) beta-arrestin; activation, % at 8.9 µM; 0.98% of 360,000 active; U2OS MC4R beta-arrestin complementation, luminescence; percent of melanotan II response, DMSO zero;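 active = activation above a per-plate cutoff, the mean activation of sample wells on that plate plus 3 SD, cut at about 8% in these data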
H9c2 protect – protects H9c2 cardiomyocytes from peroxide injury | H2O2 injury protection, ATPLite, 2 h | protection from H2O2 cell death, % at 20 µM | 0.63% of 360,000 active;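 active = compounds giving at least 50% protection of heart cells from peroxide-induced death in the single-dose screen, raw or plate-pattern-corrected value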;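 also: 0% = DMSO wells with peroxide and 100% = DMSO wells without peroxide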
CaV13 ICDI inh – Primary screen for inhibitors of IQ motif and Ca2+-dependent inactivation inhibitor domain binding in CACNA1D, Förster resonance energy transfer in living cells, …; 0.098% of 340,000 active; inhibition, % at 12.3 µM; HEK cells, CFP/YFP FRET ICDI-IQ, plate reader, 10 min; percent FRET-ratio fall versus neutral wells;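 active = mean replicate inhibition of at least 30% and at least 1% of replicates passing that level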;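 also: 0% = median of the neutral control wells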
aDG glyco act – increases alpha dystroglycan glycosylation; Pro5-aDG cells, alpha-DG glycosylation AlphaScreen (IIH6); 0% Pro5, 100% B10-LARGE cell signal; activation, % at 10 µM; 0.22% of 360,000 active; AID 624168;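 active = activation of at least 8% versus controls, or a plate z-score of at least 8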;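 also: Pro5 are CHO cells carrying HIG-tagged alpha-DG that lacks glycosylation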
ABCB6 inh 2 – blocks the human ABCB6 transporter; Q9NP58; K562-ABCB6 porphyrin accumulation, flow cytometry, 1 h; active compounds read low; fluorescence ratio to DMSO, % at 10 µM; 0.19% of 360,000 active; AID 602162;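 active = fluorescence ratio to DMSO below 75%, the collection mean minus 3 SD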;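 also: signal is porphyrin accumulated inside mitochondria; 100% equals median channel fluorescence of DMSO control wells; lower ratio means ABCB6 inhibition with less porphyrin fluorescence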
Target sequence (Q9NP58 whole entry, looked up): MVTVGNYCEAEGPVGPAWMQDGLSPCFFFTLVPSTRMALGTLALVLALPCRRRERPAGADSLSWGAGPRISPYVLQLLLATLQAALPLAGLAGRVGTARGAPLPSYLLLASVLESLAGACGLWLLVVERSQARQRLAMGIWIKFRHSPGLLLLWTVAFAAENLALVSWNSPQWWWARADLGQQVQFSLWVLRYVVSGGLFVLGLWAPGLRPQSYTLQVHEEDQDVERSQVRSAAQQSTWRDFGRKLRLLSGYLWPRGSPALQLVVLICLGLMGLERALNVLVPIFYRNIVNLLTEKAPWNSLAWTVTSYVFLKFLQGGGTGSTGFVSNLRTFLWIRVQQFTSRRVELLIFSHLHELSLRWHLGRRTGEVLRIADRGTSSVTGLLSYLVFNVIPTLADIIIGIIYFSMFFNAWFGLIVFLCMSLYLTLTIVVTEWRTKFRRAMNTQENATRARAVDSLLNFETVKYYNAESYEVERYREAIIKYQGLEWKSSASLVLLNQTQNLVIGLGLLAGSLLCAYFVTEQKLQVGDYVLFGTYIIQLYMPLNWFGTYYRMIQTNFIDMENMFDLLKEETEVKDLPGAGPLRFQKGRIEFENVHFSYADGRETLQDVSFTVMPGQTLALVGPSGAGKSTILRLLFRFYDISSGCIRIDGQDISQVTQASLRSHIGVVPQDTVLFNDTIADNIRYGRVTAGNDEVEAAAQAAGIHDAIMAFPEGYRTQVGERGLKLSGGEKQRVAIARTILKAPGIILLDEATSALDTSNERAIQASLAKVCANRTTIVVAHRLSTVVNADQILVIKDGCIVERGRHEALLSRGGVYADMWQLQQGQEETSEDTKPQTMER
m5-HT2A agonist – agonists of mouse serotonin 5-HT2A receptor (HTR2A) | 0.66% of 360,000 active | P35363 | CHO-K1 mHTR2A beta-arrestin complementation, luminescence; percent of 30 µM serotonin response | activation, % at 7.6 µM;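 active = activation above a run cutoff, the mean activation of all tested compounds plus 3 SD, cut at about 14% in these data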;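 also: 0% = plate median of compound wells and 100% = 30 µM serotonin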
* = called active by the depositor; . = not tested or not shown.

SMILES | N-glyco inh | MC4R antag cAMP | PDI inh | Vif inh | MC4R ag barr | H9c2 protect | CaV13 ICDI inh | aDG glyco act | ABCB6 inh 2 | m5-HT2A agonist
Cc1ccc(OC(=O)CCC(=O)NC(C)c2ccccc2)cc1 (stereo not drawn) | 6 | -1 | 6 | 1 | 1.3 | 1 | -2 | 0.1 | 98 | -4
N=C1c2ccccc2CN1c1ccc(S(=O)(=O)N2CCCCC2)cc1 | 0 | 8 | 5 | 11 | 3.0 | -1 | 7 | 0.8 | 117 | 3
CN(CC(=O)Nc1ccc(S(=O)(=O)N2CCCC2)cc1)Cc1cccc(Cl)c1Cl | -2 | 12 | 1 | -14 | -0.6 | -4 | -18 | -0.1 | 97 | -1
Cc1ccsc1S(=O)(=O)N1CCC(CO)(CC2CCCCO2)CC1 (stereo not drawn) | -2 | 2 | -4 | -16 | -1.5 | -4 | -6 | -0.1 | 96 | 3
CC(=O)Nc1ccccc1C(=O)C(=O)NCCc1ccccc1 | 4 | 1 | 1 | -4 | -2.5 | -7 | -3 | -0.2 | 103 | 1
COc1ccccc1N1CCN(CCCNc2c(C)c(=O)n(C)c(=O)n2C)CC1 | 0 | -3 | -2 | -1 | -0.8 | 1 | -6 | -0.1 | 92 | 8
Cc1cccc(-c2nc(CS(=O)CC(=O)N3CCc4ccccc4C3)c(C)o2)c1 (stereo not drawn) | 3 | 11 | . | 16 | 0.0 | 24 | . | 0.0 | 96 | -3
Cc1cc(C)cc(-n2c(=O)c3sccc3n(CC(=O)NCc3ccco3)c2=O)c1 | -2 | 7 | -1 | -8 | -0.4 | 1 | -9 | -0.1 | 94 | -1
CN(C)CCCNC(=S)N(CCO)Cc1cc2cc3c(cc2[nH]c1=O)OCO3 | 1 | -4 | 6 | 11 | -0.6 | 6 | -2 | -0.1 | 103 | -4
CC(C)(Oc1ccc(Br)cc1)C(=O)N1CCc2ccccc21 | -4 | 8 | -5 | -6 | 0.1 | -8 | . | -0.1 | 100 | 3
CN1CCN(C(=S)c2ccc([N+](=O)[O-])cc2)CC1 | 2 | -2 | 5 | 2 | -1.0 | 2 | -2 | -0.1 | 97 | 0
CCNC(=O)C1(C)CCCN(C(=O)c2ccc(OC)c(F)c2)C1 (stereo not drawn) | 5 | 4 | -3 | . | -1.5 | 7 | -5 | 0.2 | 95 | -9
CC(C)N(Cc1ccccc1)S(=O)(=O)c1ccc(F)cc1 | -1 | 15 | -4 | -4 | 0.6 | -15 | -19 | 0.2 | 100 | -4
On1c(-c2ccccc2Cl)nc2ncccc21 | -1 | 7 | 4 | 1 | -1.2 | 9 | -2 | 0.0 | 103 | 4
Cc1cc(/C=N/Nc2ccc([N+](=O)[O-])cn2)c(C)n1-c1cccc(C(=O)O)c1 | -2 | -11 | 2 | 17 | 2.8 | -7 | -2 | -0.1 | 110 | 3
CCCOc1ccc(NC(=O)CNC(=O)c2cc(OC)cc(OC)c2)cc1OCCC | 0 | 5 | 12 | -13 | 0.9 | -9 | -21 | -0.1 | 98 | -6
[O-]/C(=C(\C(=S)NCc1ccc2c(c1)OCO2)[n+]1ccccc1)c1ccc(Cl)s1 | 8 | -8 | -5 | -2 | -2.4 | 18 | -4 | -0.2 | 99 | -2
CCCCN1C[C@H](CSC)[C@@H](CC(=O)Nc2ccc(OC)cc2)C1=O | 1 | 9 | 11 | 4 | 0.1 | 6 | -6 | -0.1 | 89 | -3
O=C(Nc1ccc(Cl)cn1)C1CCCN(c2ncnc3c2nc2n3CCCCC2)C1 (stereo not drawn) | 1 | 30* | -2 | 2 | -0.6 | 11 | -2 | -0.2 | 97 | 2
CC(C)c1cc(=O)n2[nH]c(SCc3ccc(Cl)cc3)nc2n1 | 2 | 10 | 8 | -8 | -2.3 | 0 | -18 | 0.0 | 100 | 0
CN(C)S(=O)(=O)c1ccc(Cl)c(C(=O)Nc2nc3ccccc3[nH]2)c1 | -1 | 4 | 4 | -5 | -2.2 | -3 | -5 | -0.3 | 107 | 3
CCOC(=O)C1=C(C)N=c2s/c(=C\c3ccc(OCC(=O)O)c(OC)c3)c(=O)n2C1c1ccc(OC)cc1 (stereo not drawn) | 0 | 18 | -1 | -4 | -0.8 | -1 | -26 | -0.1 | 113 | 6
Cc1nn(C)c(C)c1NS(=O)(=O)c1ccc(N2CCCC2=O)cc1 | 7 | 9 | -1 | 0 | -2.5 | -15 | -1 | 0.3 | 100 | -1
Cc1ccc(NC(=O)CNC(=O)OCc2ccccc2)cc1C | 3 | -2 | 8 | 3 | -2.0 | 3 | 2 | -0.1 | 88 | -6
COc1ccc(CCNC(=O)c2coc3ccccc3c2=O)cc1 | -2 | 5 | -2 | 17 | -0.3 | 3 | -3 | 0.2 | 91 | 2

A stretch from the list above:
SMILES | N-glyco inh | MC4R antag cAMP | PDI inh | Vif inh | MC4R ag barr | H9c2 protect | CaV13 ICDI inh | aDG glyco act | ABCB6 inh 2 | m5-HT2A agonist
Cc1ccsc1S(=O)(=O)N1CCC(CO)(CC2CCCCO2)CC1 (stereo not drawn) | -2 | 2 | -4 | -16 | -1.5 | -4 | -6 | -0.1 | 96 | 3
CC(=O)Nc1ccccc1C(=O)C(=O)NCCc1ccccc1 | 4 | 1 | 1 | -4 | -2.5 | -7 | -3 | -0.2 | 103 | 1

Other records
SMILES | N-glyco inh | MC4R antag cAMP | PDI inh | Vif inh | MC4R ag barr | H9c2 protect | CaV13 ICDI inh | aDG glyco act | ABCB6 inh 2 | m5-HT2A agonist
C=CC[n+]1c(C)csc1Nc1cccc(Br)c1 | 0 | 8 | -2 | 8 | -1.4 | 2 | -6 | 0.0 | 97 | 0
CSc1nc2c(c(C(F)(F)F)n1)CC(C)CC2 (stereo not drawn) | 1 | -4 | -3 | -8 | -0.1 | 6 | -6 | -0.1 | 106 | 3
COc1ccc(NC(C)=O)cc1NC(=O)c1cccc(S(=O)(=O)N2CCc3ccccc32)c1 | -3 | 0 | -6 | -2 | -1.9 | 8 | -4 | 0.1 | 99 | -6
CCNC(=O)c1cnn(-c2ccccc2)c1-c1ccccc1 | 1 | 8 | 8 | -12 | -0.6 | -4 | -6 | 0.0 | 97 | 1
CCO[C@H]1OC(C(=O)N2CCN(C)CC2)=C[C@@H](C)[C@@H]1CCCO | 0 | -2 | -5 | -5 | -2.5 | 5 | -11 | -0.1 | 94 | -1
Cn1nnnc1SCc1csc(C2C(C#N)=C(N)OC3=C2C(=O)CCC3)c1 (stereo not drawn) | 1 | 3 | -2 | -5 | -0.3 | 4 | -7 | -0.3 | 99 | -1
CCN1CCCC1CNCc1cccc(OC)c1OCc1ccccc1F (stereo not drawn) | -1 | 25 | 1 | 2 | -1.2 | 3 | -9 | -0.2 | 99 | -7
C=CC[C@@H](CC(=O)N(CCO)Cc1ccccc1)C(=O)N[C@@H](C)COC(=O)[C@@H](CC=C)Cc1ccc(F)cc1 | -2 | 2 | 3 | -13 | -1.1 | -8 | -5 | 0.0 | 102 | -3
O=C(Nc1ccc(Cc2ccncc2)cc1)C1CC1 | 0 | -7 | 6 | . | 1.2 | 17 | -7 | -0.1 | 95 | 3
O=C(c1ccc(Br)o1)N1CCN(C23CC4CC(CC(C4)C2)C3)CC1 | 6 | -2 | 0 | 2 | -4.8 | -3 | . | 0.3 | 101 | 6
CCN1CCN(C(c2cccs2)C(C)NC(=S)Nc2cc(C)ccc2C)CC1 (stereo not drawn) | -6 | 8 | -12 | 9 | -2.2 | 9 | 4 | 0.2 | 105 | -7
Cc1[nH]c(=S)[nH]c(=O)c1CCCO | 1 | 5 | 0 | 2 | -1.2 | 2 | -4 | 0.1 | 90 | 4
O=C(NCc1ccco1)c1cnn2cccnc12 | 1 | 12 | -2 | 4 | -0.3 | 6 | -1 | -0.5 | 99 | 3
O=C(NNS(=O)(=O)c1ccc(Cl)cc1)C1CCN(Cc2ccccc2)CC1 | 2 | -2 | -1 | -5 | -1.5 | -2 | -5 | -0.1 | 96 | -6
COc1ccc(CN2CCNC(=O)C2CC(=O)NCCCn2cccn2)cc1C (stereo not drawn) | 3 | 1 | 1 | -6 | 0.3 | 1 | -5 | -0.2 | 102 | -2
CC(C)(C)N(Cc1cc2ccccc2[nH]c1=O)C(=O)c1cccnc1 | 1 | 2 | -8 | 18 | -2.4 | 10 | -5 | 0.0 | 103 | -1
Cc1ccc2nc(SCC(=O)O)nc(C)c2c1 | 0 | -8 | 1 | 10 | 1.6 | 0 | -5 | 0.0 | 101 | 4
CCOC(=O)Cn1cc(Cl)c(=O)c(Cl)c1 | 4 | 8 | 5 | 2 | 0.9 | -3 | -4 | 0.0 | 97 | 2
CCN(CC(=O)NC1CCS(=O)(=O)C1)S(=O)(=O)c1cccc(C(C)=O)c1 (stereo not drawn) | 1 | -3 | -8 | -3 | -1.5 | 3 | 1 | -0.5 | 95 | -3
Cc1noc(C)c1S(=O)(=O)N1CCCCC1c1cc(C(=O)Nc2cccc3c2CCCC3)no1 (stereo not drawn) | -2 | 7 | 6 | -8 | -0.7 | -7 | -4 | 0.0 | 94 | -4
COc1cccc(C(=O)N2CCN(Cc3ccccc3Br)CC2)c1 | -3 | 0 | -11 | -11 | 0.1 | -6 | -20 | 0.1 | 95 | -6
COc1ccc(-c2nc(N)n[nH]2)cc1OC | -1 | 8 | 5 | 0 | -1.8 | 6 | . | 0.3 | 91 | -2
CCN(CC)CCNC(=O)c1c(O)c2cc(OC)c(OC)cc2[nH]c1=O | -3 | -2 | 6 | -22 | -1.3 | -5 | -4 | 0.4 | 100 | 2
CCOc1ccc(N2C(=O)CC(NCCNc3ccc(C(=O)c4cccs4)cc3)C2=O)cc1 (stereo not drawn) | -1 | 13 | -1 | 2 | -0.8 | -8 | -7 | 0.6 | 98 | -5

Molecules above that have a thiophene ring, fused or not (six):
SMILES | N-glyco inh | MC4R antag cAMP | PDI inh | Vif inh | MC4R ag barr | H9c2 protect | CaV13 ICDI inh | aDG glyco act | ABCB6 inh 2 | m5-HT2A agonist
Cc1ccsc1S(=O)(=O)N1CCC(CO)(CC2CCCCO2)CC1 (stereo not drawn) | -2 | 2 | -4 | -16 | -1.5 | -4 | -6 | -0.1 | 96 | 3
Cc1cc(C)cc(-n2c(=O)c3sccc3n(CC(=O)NCc3ccco3)c2=O)c1 | -2 | 7 | -1 | -8 | -0.4 | 1 | -9 | -0.1 | 94 | -1
[O-]/C(=C(\C(=S)NCc1ccc2c(c1)OCO2)[n+]1ccccc1)c1ccc(Cl)s1 | 8 | -8 | -5 | -2 | -2.4 | 18 | -4 | -0.2 | 99 | -2
Cn1nnnc1SCc1csc(C2C(C#N)=C(N)OC3=C2C(=O)CCC3)c1 (stereo not drawn) | 1 | 3 | -2 | -5 | -0.3 | 4 | -7 | -0.3 | 99 | -1
CCN1CCN(C(c2cccs2)C(C)NC(=S)Nc2cc(C)ccc2C)CC1 (stereo not drawn) | -6 | 8 | -12 | 9 | -2.2 | 9 | 4 | 0.2 | 105 | -7
CCOc1ccc(N2C(=O)CC(NCCNc3ccc(C(=O)c4cccs4)cc3)C2=O)cc1 (stereo not drawn) | -1 | 13 | -1 | 2 | -0.8 | -8 | -7 | 0.6 | 98 | -5
